Compound activity from PubChem.
Hsp70 act: Hsp70 transcriptional activators, primary screen, cell-based, HeLa, Hsp70 promoter luciferase, luminescence, 10 µM. HeLa Hsp70 promoter luciferase reporter; scaled: vehicle 0, proteasome-inhibitor control 100%. activation, % at 10 µM. hit rate 0.04% among 200,000. AID 1203, 2008;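 active means activation above the mean across all tested compounds plus 3 SD, cutoff set per campaign, cut at about 5.5% in these data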;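 further: 100% = MG132 at 30 µM as the positive control and 0% = DMSO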
TLR4-MyD88 BLA: inhibitors of TLR4-MyD88 association in cells, primary screen, cell-based, HeLa CL3-4, BLA complementation, FRET ratio; Toll-like receptor 4 (Homo sapiens) + Myeloid differentiation primary response protein …; hit rate 0.18% among 200,000; inhibition, % at 8.4 µM; HeLa CL3-4 TLR4/MyD88 BLA complementation; in the data active means inhibition above about 25%;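 further: 0% = vehicle and 100% = reference inhibitor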
NF-kB expr up: activators of NF-kB expression in neurons, primary screen, cell-based, HTS. human neuronal cells, NF-kB reporter expression; active compounds read high. fold change at 12.5 µM. hit rate 1.6% among 190,000; in the data active means fold change above about 3.3
STAT3 activator: IL-6 driven STAT3 reporter potentiators, primary screen, U3A cells, luciferase, luminescence, MLSCN library. IL-6 STAT3-luciferase reporter; 100% = signal with IL-6 EC80 alone. activation (% of control), % at 5.6 µM. hit rate 0.91% among 190,000;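 active means activation above the screen-wide mean of compound activation plus 3 SD, cut at about 130% in these data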;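 further: 0% = background luminescence of wells with medium and substrate only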
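Material: STAT3-luciferase reporter U3A cells. Controls: IL-6-treated wells, 100% activation. Read-out: % activation versus median of IL-6-stimulated wells. Probe or stimulus: IL-6 stimulus at 33 ng/mL final. Timing: compound 1 h, then IL-6 6 h at 37 °C. Signal: reporter luminescence signal.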
STAT1 blocker: STAT1 signaling inhibitors, primary screen, cell-based, HTS, luciferase reporter; NIH 3T3 STAT1-luciferase reporter, IFN-gamma, luminescence; inhibition, % at 5.5 µM; hit rate 0.35% among 200,000; AID 920, 2007;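 active means inhibition above a set limit, the mean inhibition across all tested compounds plus 3 SD, cut at about 34% in these data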;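 further: 0% = IFN-gamma with DMSO and 100% = IFN-gamma with 300 µM nifuroxazide; values of inactives mirror those of a sister screen read the other way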
STAT3 inh: IL-6 driven STAT3 reporter inhibitors, primary screen, U3A cells, luciferase, luminescence, MLSCN library; IL-6 STAT3-luciferase reporter; host cell line lacks STAT1; inhibition, % at 5.5 µM; hit rate 0.89% among 190,000; AID 862, 2007;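 active means inhibition above the mean inhibition across all screened compounds plus 3 SD, cut at about 44% in these data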;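 further: 0% = DMSO only wells and 100% = 100 µM nifuroxazide control wells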
APP 5'UTR act: activators of APP 5'UTR luciferase reporter, primary screen, SH-SY5Y cells | SH-SY5Y APP 5'UTR luciferase reporter, luminescence; zero percent = DMSO vehicle wells | activation, % at 2 µM | hit rate 1% among 190,000 | AID 1276, 2008;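 active means activation above a set limit, based on mean plus 3 SD of controls, cut at about 140% in these data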; further: values of inactives mirror those of a sister screen read the other way
DTT redox prof: compounds producing H2O2 with reducing agent – biochemical, NIH compound library profiling, artefact control for MLSCN library redox annotation, primary screen; DTT-dependent redox cycling H2O2, phenol red/HRP absorbance; 100% = 100 µM peroxide control, 0% = buffer; activation, % at 10 µM; hit rate 0.03% among 200,000;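 active means activation of at least 50% relative to the plate's high and low controls in the primary single-dose screen; inactive means activation below 50%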;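 further: compound incubated with DTT at 0.8 mM final as the reducing agent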
HMGR II inh: inhibitors of E. faecalis class II HMGR, primary screen, biochemical, Enterococcus faecalis; HMG-CoA reductase (Enterococcus faecalis, mvaE); inhibition, % at 10 µM; purified E. faecalis HMGR, NADPH absorbance 340 nm kinetic; hit rate 0.41% among 190,000;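 active means inhibition above a set limit, the median over all tested compounds plus 3 SD, cut at about 9.5% in these data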;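 further: enzyme runs in reverse so mevalonate oxidation gives rising NADPH absorbance; 0% = complete reaction with DMSO and 100% = background rate lacking mevalonate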
STAT1 activator: STAT1 signaling activators, primary screen, cell-based, HTS, luciferase reporter; NIH 3T3 STAT1-luciferase reporter, IFN-gamma, luminescence; 100% = IFN-gamma alone, no compound; activation (% of control), % at 5.5 µM; hit rate 2.6% among 200,000; AID 932, 2007;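 active means activation above the screen-wide mean activation plus 3 SD, cut at about 130% in these data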;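 further: raw ratio to IFN-gamma control signal so 100% means no change and 0% no light; values of inactives mirror those of a sister screen read the other way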
* marks the source's active call; other numbers are inactive results; · = not tested or not shown. An unsorted share of the library. Share with any hit: about 5.6%.

canonical_smiles	Hsp70 act	TLR4-MyD88 BLA	NF-kB expr up	STAT3 activator	STAT1 blocker	STAT3 inh	APP 5'UTR act	DTT redox prof	HMGR II inh	STAT1 activator
COC(=O)c1cc2cc(NS(=O)(=O)c3ccc(C)cc3)ccc2s1	-0.1	-3	1	94	-1	10	3	1.1	-6	101
O=C1C(C=Nc2ccccc2)=C(O)c2ccccc21	0.0	-20	2.6	68	-60	39	103	0.2	-7	163*
O=C1CC(NCc2ccccc2)C(=O)N1c1ccc(F)cc1 (configuration not stated)	-0.1	4	1.1	104	-2	0	0	0.1	-5	98
O=C(NC1CCCC1)C1CC1c1ccccc1 (configuration not stated)	-0.3	0	1.1	103	13	-1	4	0.2	-2	88
CSc1ccc(CN(C)CC(=O)NCc2ccc(F)cc2)cc1	0.0	-7	1	106	-7	-6	-5	-2.9	4	104
COC(=O)C1=C(C)N(C2CCCCC2)C(=O)/C1=C\c1cccs1	-0.1	4	1.5	109	9	2	17	-0.3	-1	91
Cc1ccccc1N1CC(c2nc3ccccc3[nH]2)CC1=O (configuration not stated)	-0.2	-8	0.8	107	0	-5	5	2.5	1	100
COc1ccc(OC)c(CNC(=O)C2CCCN(c3nc4ccccc4o3)C2)c1 (configuration not stated)	-0.1	-2	1.1	104	0	1	-13	-0.4	-3	100
Cc1ccccc1NC(NC(=O)c1cccnc1)C(Cl)(Cl)Cl (configuration not stated)	-0.3	5	1.1	102	-12	-2	-4	-0.2	1	111
Nc1cccc(C(=O)OCC(=O)Nc2cccc3c2C(=O)c2ccccc2C3=O)c1	0.0	7	1.1	93	0	8	-10	·	4	100
NS(=O)(=O)c1ccc(-n2nncc2C23CC4CC(CC(C4)C2)C3)cc1	0.2	9	1.2	97	-2	8	13	-0.4	-8	102
Cc1ccc(S(=O)(=O)N2CCC(C(=O)N/N=C/c3ccccc3[N+](=O)[O-])CC2)cc1	0.0	8	0.86	97	-2	2	-3	-0.1	5	102
N=c1oc2cc(O)ccc2cc1C(=O)Nc1nc2ccccc2s1	-0.2	-87	1.6	127	-75	-39	178*	0.7	-1	168*
O=C(c1ccc(F)cc1)N1CCC(N2CCCCCC2)CC1	-0.3	1	1.1	97	1	10	3	-2.2	0	100
Cc1cc(Cl)cc(Cl)c1CNc1c([N+](=O)[O-])c(=O)oc2ccccc12	-0.2	4	1.8	105	-5	-4	3	0.5	-4	105
CC(=O)Nc1ccc(OS(=O)(=O)c2ccc([N+](=O)[O-])cc2)cc1	-0.3	-3	1	97	16	6	-25	-0.4	-1	83
COC(=O)C1=C(C)OC(N)=C(C#N)C1c1ccccc1 (configuration not stated)	0.1	-6	1.1	95	18	8	-2	1.0	-5	83
C/C(=N\NC(=O)CN(c1ccccc1Br)S(C)(=O)=O)c1cccs1	-0.1	3	1.3	103	-2	-3	-6	-0.5	-6	100
CCCCCC(=O)Nc1ccc(N2CCN(S(C)(=O)=O)CC2)cc1	0.4	-5	2.4	102	-10	0	0	0.7	-3	110
COc1ccc(CNC(=O)C2CCN(C(=O)[C@@H](CC(C)C)NC(=O)OC(C)(C)C)CC2)cc1	0.0	4	1.1	99	9	6	-6	-0.9	-2	92
N#CCSCC(=O)Nc1ccccc1	0.3	14	1.3	104	-13	-1	27	0.3	-3	112
O=C(NCc1ccccn1)c1ccc(Cn2c(=S)[nH]c3ccccc3c2=O)cc1	-0.2	-7	1.2	101	4	0	-6	-0.9	2	95
O=C(NNC(=O)C1CC1c1ccccc1)Nc1ccccc1 (configuration not stated)	-0.2	-7	1.2	93	-3	10	-10	0.9	-7	102
Cc1ccc(Cn2cccc(NC(=O)NCc3ccccc3)c2=O)cc1	0.9	-1	0.97	74	7	34	7	-3.2	-9	94
C/C(=N/NC(=O)c1ccc(C)nc1)c1ccc2c(c1)CCCC2	-0.3	5	0.98	92	14	20	-1	-0.4	-7	86

Later entries
canonical_smiles	Hsp70 act	TLR4-MyD88 BLA	NF-kB expr up	STAT3 activator	STAT1 blocker	STAT3 inh	APP 5'UTR act	DTT redox prof	HMGR II inh	STAT1 activator
CCCC(=O)N1CCN(c2ccc(NC(=O)c3cc4ccccc4o3)cc2Cl)CC1	0.1	-7	0.34	60	12	50*	7	1.5	·	89
CC1(C(=O)O)COC(c2ccc([N+](=O)[O-])cc2)OC1 (configuration not stated)	-0.4	-1	0.85	95	0	7	-16	0.1	-2	98
Cc1cc(N2CCOCC2)c2c(N)c(Br)cc(C)c2n1	-0.2	3	0.99	111	8	-6	-29	-2.1	-4	93
COc1ccc(S(=O)(=O)N2CCC(C(=O)OCC(=O)c3ccccc3)CC2)cc1[N+](=O)[O-]	-0.1	0	1.1	101	2	-4	-9	-0.3	0	100
CCOc1ccc(C(=O)Nc2nnc(C(C)C)s2)cc1OCC	-0.4	-6	1.4	96	-10	3	·	0.1	-7	109
COC(=O)c1ccsc1NC(=O)c1cccc(OC)c1	-0.1	5	1.3	98	2	10	10	0.0	-1	97
CC(C)(C)c1ccc(Cn2nnc3c(=O)[nH]c(C4CCN(C(=O)Cc5cccs5)CC4)nc32)cc1	-0.2	-7	0.66	103	-7	7	12	0.9	-6	106
Cc1ccc(/C=N\NC(=O)c2ccc(Cn3cc(Br)c([N+](=O)[O-])n3)o2)o1	0.0	-10	0.97	109	-6	-5	4	-0.1	-1	105
O=C(c1ccc2[nH]c3c(c2c1)CCCC3)N1CCN(c2ccc(F)cc2)CC1	-0.2	7	1	99	-2	1	-10	-0.2	-4	102
CCOC(=O)c1sc(-n2[nH]c(C)cc2=O)nc1C	0.0	12	0.98	97	0	6	9	-0.5	-4	100
CCCCCN(C(=O)NC(=O)Nc1ccccc1OC)S(C)(=O)=O	-0.2	-14	1.1	98	7	7	-1	1.2	-4	93
CCOc1cc(C(=S)N2CCCCC2)ccc1OS(=O)(=O)c1ccc(Cl)cc1	-0.2	1	0.82	87	3	26	-3	0.6	2	97
NC(=O)CSc1nnnn1-c1ccc2c(c1)OCCO2	0.2	2	1.2	105	-6	-4	6	0.9	-4	107
CCOc1cc(C#N)c(NC(=O)CSc2nnnn2-c2ccc(OC)cc2)cc1OCC	0.0	1	1.1	103	6	-1	-2	4.4	0	95
COCCn1c(SCC(=O)Nc2ccc(S(=O)(=O)N(C)C)cc2)nc2ccccc21	0.0	18	0.63	97	-1	10	-5	0.3	-1	101
CCOC(=O)c1[nH]nc2c1C(=O)N(CC)C2=O	-0.1	-4	1	112	6	-4	3	0.0	-7	95
O/N=C1\CCCc2oc3c(c21)CCCC3	-0.4	-4	1.4	95	3	11	8	2.5	-2	97
CNC(=S)N/N=C/c1cn(CCOc2cccc(OC)c2)c2ccccc12	0.4	-2	0.87	103	-1	-2	-11	-0.1	-3	100
C=CCN=C1SCC(=O)N1S(=O)(=O)c1ccccc1	0.0	-3	1.2	105	-7	-1	5	0.0	0	107
CC1(C)CC(=O)C(C(C2=C(O)CC(C)(C)CC2=O)c2ccc([N+](=O)[O-])cc2)C(=O)C1 (configuration not stated)	-0.4	-10	0.77	96	6	7	-6	0.4	2	95
O=C(CN1CCCCCCC1)Nc1cccc(Cl)c1Cl	0.1	-15	1.4	104	-8	-4	16	-0.3	4	106
CCN(CC)C(=O)C(=O)Nc1ccc(Oc2ccccc2)cc1	-0.2	-4	1.6	100	-11	7	-4	-0.5	-2	108
Cn1ncc(Cl)c1C(=O)NCc1ccco1	0.2	0	1.1	99	3	12	17	0.8	-1	96
O=C1NC(c2ccccc2Cl)Nc2ccccc21 (configuration not stated)	0.4	2	1.1	124	5	-28	-5	-1.0	-5	96
CCOC(=O)c1ccc(NC(=O)C2=C(C)Nc3nc(CCCO)nn3C2c2cccc(C)c2)cc1 (configuration not stated)	-0.3	9	1.1	109	-2	-6	7	-1.6	0	102

Arranged by value in Hsp70 act (low to high): 3 from the list above.
Compound | Hsp70 act | TLR4-MyD88 BLA | NF-kB expr up | STAT3 activator | STAT1 blocker | APP 5'UTR act | DTT redox prof | HMGR II inh | STAT1 activator
CCN(CC)C(=O)C(=O)Nc1ccc(Oc2ccccc2)cc1 | -0.2 | -4 | 1.6 | 100 | -11 | -4 | -0.5 | -2 | 108
C=CCN=C1SCC(=O)N1S(=O)(=O)c1ccccc1 | 0.0 | -3 | 1.2 | 105 | -7 | 5 | 0.0 | 0 | 107
NC(=O)CSc1nnnn1-c1ccc2c(c1)OCCO2 | 0.2 | 2 | 1.2 | 105 | -6 | 6 | 0.9 | -4 | 107

Next part
canonical_smiles	Hsp70 act	TLR4-MyD88 BLA	NF-kB expr up	STAT3 activator	STAT1 blocker	STAT3 inh	APP 5'UTR act	DTT redox prof	HMGR II inh	STAT1 activator
NC(=O)C1CCN(C(=S)c2ccc(-c3ccc(Br)cc3)o2)CC1	-0.3	8	2.1	100	-30	3	28	-1.0	2	126
Cc1c(NS(=O)(=O)N2CCCCC2)c(=O)n(-c2ccccc2)n1C	0.8	3	1	98	-1	4	-24	-2.3	-8	101
O=C(CCc1nnc(Cc2ccc(-c3ccccc3)cc2)o1)NCC1CC1	-0.2	-5	1.1	99	6	3	19	-0.1	-6	93
Cc1ccccc1-n1sc2cc(F)ccc2c1=O	0.0	0	1.5	92	9	16	-33	-0.3	-5	91
